Screening results deposited in PubChem by several laboratories.
CHRM4 antagonist: human M4 muscarinic receptor antagonists, primary screen, CHO cells, Fluo-8 calcium fluorescence; Muscarinic acetylcholine receptor M4 (Homo sapiens), P08173; CHO-hM4 cells, ACh EC80; inhibition, % at 3 µM; 360,000 compounds, 0.73% hits;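 active means inhibition above its plate's cutoff, the mean inhibition of sample wells plus 3 SD, cut at about 27% in these data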;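 further: 0% = acetylcholine EC80 with DMSO and 100% = DMSO without agonist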
Target sequence (P08173 whole entry, looked up): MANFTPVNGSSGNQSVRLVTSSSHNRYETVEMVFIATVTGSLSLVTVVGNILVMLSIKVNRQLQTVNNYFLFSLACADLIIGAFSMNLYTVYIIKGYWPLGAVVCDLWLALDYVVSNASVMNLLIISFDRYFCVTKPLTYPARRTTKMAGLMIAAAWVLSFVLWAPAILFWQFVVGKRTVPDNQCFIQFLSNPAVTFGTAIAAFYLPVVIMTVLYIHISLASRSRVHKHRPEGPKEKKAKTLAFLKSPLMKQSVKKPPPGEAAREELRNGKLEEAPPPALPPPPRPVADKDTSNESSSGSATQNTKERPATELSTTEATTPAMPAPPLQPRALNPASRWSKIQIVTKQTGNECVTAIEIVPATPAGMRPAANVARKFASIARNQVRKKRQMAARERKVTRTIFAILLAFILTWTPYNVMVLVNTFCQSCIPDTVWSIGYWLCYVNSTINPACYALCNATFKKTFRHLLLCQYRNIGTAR
M4 ag: human M4 muscarinic receptor agonists, primary screen, CHO-K1 cells, Fluo-8 calcium fluorescence; Muscarinic acetylcholine receptor M4 (Homo sapiens), P08173; 360,000 compounds, 0.14% hits; CHO-K1 hM4/Gqi5; vehicle 0%, full acetylcholine response 100%; activation, % at 3 µM;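 active means activation above the run mean over all test wells plus 3 SD, cut at about 32% in these data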;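 further: peak over basal fluorescence ratio per well then scaled between controls; 0% = DMSO wells and 100% = acetylcholine at EC100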
CHRM4 PAM: human M4 muscarinic receptor positive allosteric modulators, primary screen, CHO-K1 cells, Fluo-8 calcium fluorescence; 360,000 compounds, 0.4% hits; activation, % at 3 µM; AID 624126, 2012; CHO-K1 hM4/Gqi5, ACh EC20; 0% = ACh EC20, 100% = maximal ACh; Muscarinic acetylcholine receptor M4 (Homo sapiens), P08173;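 active means activation above its plate's cutoff, the mean activation of sample wells plus 3 SD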; further: some results filed as inactive read as strong as hits
M5 ag: human M5 muscarinic receptor agonists, primary screen, CHO-K1 cells, Fluo-8 calcium fluorescence | activation, % at 3 µM | CHO-K1 hM5 cells; 0% DMSO wells, 100% maximal acetylcholine response | 360,000 compounds, 0.19% hits | Muscarinic acetylcholine receptor M5 (Homo sapiens), P08912;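 active means activation above the run's mean over test compounds plus 3 SD, cut at about 23% in these data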;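 further: signal is peak over basal fluorescence ratio across the kinetic read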
Target sequence (P08912 whole entry, looked up): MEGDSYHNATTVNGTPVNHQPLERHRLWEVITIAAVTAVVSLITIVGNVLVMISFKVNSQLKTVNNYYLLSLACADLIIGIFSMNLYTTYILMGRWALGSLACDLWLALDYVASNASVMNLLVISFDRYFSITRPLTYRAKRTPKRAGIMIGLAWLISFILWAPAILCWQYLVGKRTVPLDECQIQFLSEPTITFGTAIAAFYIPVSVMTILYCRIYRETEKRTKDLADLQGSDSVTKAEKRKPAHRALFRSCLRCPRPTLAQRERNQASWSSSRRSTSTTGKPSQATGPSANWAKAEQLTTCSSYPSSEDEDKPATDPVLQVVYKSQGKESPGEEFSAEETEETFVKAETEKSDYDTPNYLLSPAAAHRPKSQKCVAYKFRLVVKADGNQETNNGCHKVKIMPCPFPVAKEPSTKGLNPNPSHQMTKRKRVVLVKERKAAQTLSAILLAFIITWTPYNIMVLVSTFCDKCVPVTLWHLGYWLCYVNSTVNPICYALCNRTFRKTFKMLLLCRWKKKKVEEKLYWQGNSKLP
CHRM5 antagonist: human M5 muscarinic receptor antagonists, primary screen, CHO cells, Fluo-8 calcium fluorescence; Muscarinic acetylcholine receptor M5 (Homo sapiens), P08912; CHO-hM5 cells, ACh EC80; inhibition, % at 3 µM; 360,000 compounds, 0.59% hits;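 active means inhibition above a per-plate cutoff, the mean of that plate's test compounds plus 3 SD, cut at about 27% in these data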;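 further: 0% = acetylcholine EC80 with DMSO and 100% = DMSO without agonist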
M1 PAM: human M1 muscarinic receptor positive allosteric modulators, primary screen, CHO-K1 cells, Fluo-8 calcium fluorescence, 1536-well; Muscarinic acetylcholine receptor M1 (Homo sapiens), P11229; CHO-K1 hM1, ACh EC20; 0% = ACh EC20, 100% = maximal ACh; activation, % at 3 µM; 360,000 compounds, 0.088% hits; AID 588819, 2011; in the data active means activation above about 19%, passing the limit was not always enough
CRFR2-BP ag: agonists of CRF-BP/CRF-R2 complex, primary screen, cell-based, HEK293, calcium dye fluorescence, uHTS | calcium dye fluorescence (FLIPR); percent of saturating CRF peptide response | AID 588473, 2011 | activation, % at 13.2 µM | 350,000 compounds, 0.46% hits;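 active means activation of at least 50%, plus an integration ratio under a set limit after plate pattern correction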;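 further: plate controls were neutral control wells without compound for no effect and CRF at EC100 for full effect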
CHRM5 PAM: human M5 muscarinic receptor positive allosteric modulators, primary screen, CHO-K1 cells, Fluo-8 calcium fluorescence | Muscarinic acetylcholine receptor M5 (Homo sapiens), P08912 | CHO-K1 hM5, ACh EC20 PAM; 0% = ACh EC20, 100% = ACh EC100 | activation, % at 3 µM | 360,000 compounds, 0.3% hits | AID 624038, 2012;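 active means activation above the run cutoff, the mean activation of all test compounds plus 3 SD, cut at about 18% in these data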
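system = human M5 receptor in CHO-K1 cells | reagent = EC20 acetylcholine as agonist stimulus | compound dosing = single-point, 3 µM nominal | incubation = Fluo-8 loading 80 min at 37 °C plus 30 min room temperature | detection = Fluo-8 calcium dye fluorescence, kinetic read | benchmarks = low control EC20 acetylcholine (0%), high control EC100 acetylcholine (100%)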
CRFBP-R2 block: antagonists of CRF-BP/CRF-R2 complex, primary screen, cell-based, HEK293, calcium dye fluorescence, uHTS | CRF-induced calcium fluorescence | inhibition, % at 11.8 µM | 350,000 compounds, 0.59% hits;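 active means inhibition of the ligand-induced calcium signal above about 50% at the single tested concentration, limit read from the data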
Numbers without * were called inactive; · = no result given. Rows were taken by chance; any-hit rate near 2.6%.

CHRM4 antagonist	M4 ag	CHRM4 PAM	M5 ag	CHRM5 antagonist	M1 PAM	CRFR2-BP ag	CHRM5 PAM	CRFBP-R2 block	canonical_smiles
-7	0	6	4	-1	12	0.2	5	-9	O=C(CSc1nc(C(F)(F)F)cc(=O)[nH]1)Nc1nccs1
3	1	-6	-2	-2	-1	-1.6	5	-1	Cc1ccc(S(=O)(=O)N(C)c2c(C)ccc(S(=O)(=O)NC(C)(C)C)c2C)cc1
-1	-2	10	-2	-5	-4	12	-9	-20	O=C(Oc1c(-c2ccccc2)oc2ccccc2c1=O)c1ccccc1
-17	-1	6	-2	-2	-6	-1.3	-2	5	Cc1ccc(C(C(=O)NC2CCCC2)N2CCCC(C)C2)cc1 (stereo not drawn)
8	0	-5	-2	3	4	0.6	0	-9	NS(=O)(=O)c1ccc(NC(=O)c2ccc(S(=O)(=O)N3CCOCC3)o2)cc1
8	6	2	0	1	6	-1.4	4	-12	Cc1ccc(NC(=O)c2ccc(S(=O)(=O)NCc3cccnc3)cc2)cc1C
9	1	-2	2	9	4	-0.1	5	0	O=C(Nc1nnc(C2CC2)s1)c1cncc(Br)c1
-12	3	12	2	-3	9	-0.7	2	1	CCOC(=O)C1=C(COC(=O)c2ccco2)NC(=O)NC1CC (stereo not drawn)
6	0	-3	-2	9	6	-1.2	-3	-1	O=C(CN(c1ccccn1)S(=O)(=O)c1ccc(F)cc1)Nc1ccccc1
-4	1	-8	-8	-4	-2	-2.1	3	-20	Cc1ccc(/C([O-])=C(/C(=S)NCc2ccccc2)[n+]2ccccc2)cc1[N+](=O)[O-]
1	0	-1	-1	-3	2	3.4	-2	0	COc1cccc(N(C(=O)c2cccs2)c2nc3ccccc3s2)c1
1	0	11	1	2	3	-0.4	0	8	CNC(=O)C1=NCCCc2cc(OC)c(OC)cc21
-22	5	12	-6	-4	-1	0.0	-2	6	CCCN1CCN(c2nc(-c3cccs3)nc3ccccc23)CC1
-4	2	-4	-1	7	4	-1.6	-6	3	CCOc1ccc(S(=O)(=O)NCCCN2CCCC2=O)cc1
-4	0	-2	1	-4	-2	0.7	-4	15	COc1ccc(N2C(=O)C3CCCN3C2c2cccc(OC)c2)cc1 (stereo not drawn)
5	0	-7	-1	2	0	1.6	-3	11	O=C(COC(=O)C1CCCN1C(=O)C12CC3CC(CC(C3)C1)C2)c1ccc(Br)cc1 (stereo not drawn)
-9	2	1	0	-4	5	-1.2	-1	20	O=C(CCCN1C(=O)c2ccccc2C1=O)Oc1ccc(F)cc1
-11	8	1	0	9	0	-0.2	-6	8	Cc1[nH]c2ccccc2c1C(=O)CN1C(=O)C(=O)N(CCC2=CCCCC2)C1=O
-9	6	5	4	-9	12	·	2	·	COc1cccc(-c2cnc(C(O)c3ccc(Cl)c(F)c3)[nH]2)c1 (stereo not drawn)
6	1	-2	-1	7	4	-2.3	1	-2	COc1cc2c(cc1OC)CC(=O)NC=C2
1	-1	-3	-3	-1	1	-1.1	-1	-4	Cc1ccccc1/C=C1\CCCc2ccccc2C1=O
-2	2	-2	-1	11	8	2.6	-2	-6	Cc1ccc(CNC(=O)CN(C(=O)C2(C)CC(=O)N=C3C=CC=CN32)c2cc(C)ccc2C)cc1 (stereo not drawn)
8	-2	-6	-1	3	0	-2.6	-1	16	CC(=O)OC(C(=O)n1nc(C)cc1C)c1ccccc1 (stereo not drawn)
1	0	9	0	-5	13	1.5	6	-1	CC(C)C(NS(=O)(=O)c1ccc2c(c1)OCCCO2)C(=O)O (stereo not drawn)

The final three records of the part before come first, to join the parts.
CHRM4 antagonist	M4 ag	CHRM4 PAM	M5 ag	CHRM5 antagonist	M1 PAM	CRFR2-BP ag	CHRM5 PAM	CRFBP-R2 block	canonical_smiles
-2	2	-2	-1	11	8	2.6	-2	-6	Cc1ccc(CNC(=O)CN(C(=O)C2(C)CC(=O)N=C3C=CC=CN32)c2cc(C)ccc2C)cc1 (stereo not drawn)
8	-2	-6	-1	3	0	-2.6	-1	16	CC(=O)OC(C(=O)n1nc(C)cc1C)c1ccccc1 (stereo not drawn)
1	0	9	0	-5	13	1.5	6	-1	CC(C)C(NS(=O)(=O)c1ccc2c(c1)OCCCO2)C(=O)O (stereo not drawn)
-12	1	7	-7	-4	1	-0.4	1	-8	COCCNC(=O)NC1(C(F)(F)F)Oc2ccc(Cl)cc2O1 (stereo not drawn)
4	1	-1	-1	0	7	-2.0	1	13	CCOc1c(Br)cc(C(N)=O)cc1OC
-4	2	3	0	5	5	-1.1	2	8	O=C(NC1CCCCC1)c1ccc([N+](=O)[O-])o1
-6	1	-8	-5	-1	7	1.7	1	-23	COc1ccc(N2CCN(C(CNC(=O)C(=O)NCCCn3ccnc3)c3ccco3)CC2)cc1 (stereo not drawn)
5	0	0	-3	7	7	1.1	1	3	Cc1ccc(C(=O)NCc2ccccc2)c(F)c1F
-7	1	7	-1	-6	10	-0.1	2	-1	COc1ccc(NC(=O)C(NC(=O)Cc2cccs2)c2ccccc2)cc1 (stereo not drawn)
-6	1	3	2	-8	6	-1.6	8	2	O=C(c1cccs1)N(C(=O)c1cccs1)c1ccccn1
1	0	-5	4	6	7	1.9	-4	8	O=C(O)c1ccc(OCCN2CCCC2=O)cc1
5	2	10	3	3	4	1.2	4	2	C=CCC[C@@H](Cc1ccc(F)cc1)C(=O)OC[C@@H](Cc1c[nH]c2ccccc12)NC(=O)[C@@H](CC=C)CC(=O)N[C@H](CO)Cc1ccccc1
-18	2	25*	3	-1	15	0.3	4	-6	O=C(COc1cccnc1[N+](=O)[O-])Nc1ncc(Cl)cc1Cl
-5	1	6	-4	-2	9	1.3	4	-11	COc1cc2c(cc1OC)CN(C(=O)c1ccccc1C(=O)O)CC2
-4	21	-6	8	0	-6	10	-9	-21	Cc1cccc(NC(=O)c2sc3nc(-c4ccccc4)cn3c2C)n1
-11	7	6	3	4	3	-0.7	2	14	COc1ccc(S(=O)(=O)Nc2cc3c4c(c2)CCC(=O)N4CCC3)cc1
-11	0	1	-2	2	1	2.6	-2	-19	Cc1ccc(/C=C/C(=O)OC(C)C(=O)Nc2ccc(Cl)cn2)o1 (stereo not drawn)
12	1	-11	-3	0	-7	-0.4	8	27	O=C(CSc1n[nH]c(=O)n1C1CC1)Nc1ccc(F)c([N+](=O)[O-])c1
-3	0	1	-3	14	8	-1.5	-1	7	CC(=O)C1=C(O)C(=O)N(c2ccc(O)cc2)C1c1ccccc1F (stereo not drawn)
-5	0	7	0	-9	0	-1.1	3	-6	CC1=C(C(=O)N(C)C)CC(CC(=O)NC(c2ccccc2)c2ccccc2)C(=O)N1CCC1=CCCCC1 (stereo not drawn)
-7	0	4	-3	4	10	2.7	-2	4	Cc1c(CCC(=O)N2CCC[C@H]2C(=O)O)c(=O)oc2c(C)c3oc4c(c3cc12)CCCC4
-1	1	-1	0	8	0	3.6	-3	2	COc1ccc(OCC(=O)N/N=c2\oc3c(OC)cccc3cc2C(N)=O)cc1
12	7	-4	10	5	5	-0.5	6	-34	O=C1C=CC(=O)C(CNc2ccc(C(=O)OCc3ccccc3)cc2)=C1
-2	1	-1	-2	4	1	-1.9	-3	6	O=C(O)C(=O)Nc1ccc(NC(=O)C(c2ccccc2)c2ccccc2)cc1
11	21	-11	4	11	-10	0.5	-32	-5	COc1cccc(NC(=O)CN(C)C(=O)c2cc(-c3ccc(C)o3)nc3ccccc23)c1
-11	17	-8	1	6	-3	·	-5	·	OC[C@@H]1CN(Cc2ccc(Cl)cc2)C[C@H](n2cnc3c(Nc4ccccc4)ncnc32)O1
-1	3	0	-1	-6	12	1.1	6	10	COc1cc2c(cc1OC)-c1cc(Nc3ccc(C)cc3)nc(=O)n1CC2
2	5	-16	-12	10	0	-3.8	-11	19	CCN(CC)c1ccc(NC(=O)CCCCC(=O)Nc2ccc(N(CC)CC)cc2)cc1
-10	2	-2	4	-5	20	0.0	-5	-5	COc1cccc(NC(=O)CN2C(=O)C(=O)N(C3CCCC3)C2=O)c1
10	0	-3	-3	1	14	0.0	2	7	COc1ccc(NC(=O)CSc2cn[nH]n2)c(OC)c1
-5	1	3	-2	20	18	-0.2	3	-12	C=CCn1c(SCC(=O)Nc2c(C)n(C)n(-c3ccccc3)c2=O)nnc1-c1cccnc1
-4	1	1	-1	0	5	-1.5	2	24	CCc1cccc(C)c1NC(=O)CSc1nc(-c2ccccc2F)nc2nc[nH]c12
12	0	-1	-1	0	5	1.1	2	7	CCN(CC)CCNC(=O)C1CCC(=O)N1CCc1ccccc1 (stereo not drawn)
-3	2	0	-3	6	11	-3.4	-2	1	CN(CC(=O)Nc1ccccc1Cl)C(=O)COC(=O)c1cc([N+](=O)[O-])ccc1N1CCOCC1
-1	4	2	1	0	9	-4.7	-1	9	COc1ccc(NC(=O)c2ccccc2)c([N+](=O)[O-])c1
0	1	-8	-3	1	-14	0.8	-4	-10	O=[N+]([O-])c1cccc(COc2cccc(CN3CCCCC3)c2)c1
-4	12	-5	1	6	-5	-2.0	-18	-4	COc1ccc([C@H]2CC(=O)C=C(c3cc(F)ccc3F)C2)cc1OC
-3	1	6	1	-10	8	-2.4	18	11	Cc1ccc(S(=O)(=O)N2CCCC2C(=O)NCc2ccccc2F)cc1 (stereo not drawn)
8	1	8	-2	0	12	0.5	8	-7	CC1(C)C2CCC1(C)C(OC(=O)c1ccccc1C(=O)O)C2 (stereo not drawn)
5	1	2	-2	5	-6	-1.2	0	14	Cc1ccc(NC(=S)NN2CCN(C)CC2)c(C)c1
-2	3	-11	-1	4	-4	2.5	-9	-3	Nc1nccc(-c2ccc(-n3cnc4ccccc43)cc2)n1
-8	1	12	1	-4	17	-1.7	21*	-9	CCCc1nc2sc3c(=O)n(N)cnc3c2c2c1CCCC2
3	1	1	-1	0	2	-3.9	-1	21	CC(C)C(=O)NCCc1c[nH]c2ccccc12
0	2	7	1	-7	5	-2.2	5	-10	COc1ccc(/C=C2\N=C(SC)NC2=O)cc1
-11	2	7	-2	8	6	0.4	4	13	O=C(COC(=O)CN1C(=O)c2ccccc2C1=O)Nc1ccccc1
-5	6	1	0	-2	-1	0.4	10	0	O=C(Nc1ccc(F)c(Cl)c1)N1CCCCCC1
-7	9	3	6	11	-3	-5.5	-3	3	CC(C)CC(=O)NC(NC(=S)Nc1ccccc1)C(Cl)(Cl)Cl (stereo not drawn)
-10	1	8	1	1	11	-2.2	-5	8	COC(=O)c1sc2ncn(CC(=O)NCCc3ccc(OC)c(OC)c3)c(=O)c2c1C
-4	0	-7	-5	7	19	0.0	-2	0	Cc1ccc(S(=O)(=O)N2CCCCC2)cc1
